Bioassay records (PubChem)
TAG inh: inhibitors of triacylglycerol accumulation, primary screen, cell-based, uHTS, fluorescence, H9c2; H9c2 cells, Nile Red lipid (TAG) fluorescence; cells loaded with 200 µM oleic acid; inhibition, % at 12.5 µM; 230,000 tested, 0.66% active; AID 651582, 2012;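 active = pattern-corrected inhibition of lipid staining of at least 50% with the nuclear-stain viability signal not falling by more than 50%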;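 also: 0% = DMSO wells and 100% = triacsin C control wells; some results filed as inactive read as strong as hits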
TAG inh DAPI viability: further read-out of TAG inh, marked with its call; DAPI nuclei signal change (viability), lower = more cytotoxic, %;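 whole-well DAPI fluorescence read on a plate reader as a viability signal; minus 50 percent equals half of cells still viable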
Starred values were filed as active, the others as inactive.

1. CC(=O)Nc1ccc(NC(=O)CSc2nnc(CNc3ccc(F)cc3)n2CC2CCCO2)cc1 (stereo not given)
2. CCCSc1nc2c(c(=O)n1-c1ccc(OCC)cc1)SCC2
3. CN(CC(=O)Nc1ccc(F)cc1)C(=O)Cn1cnc2ccc([N+](=O)[O-])cc2c1=O
4. CCCCn1c(CN2CCN(CCO)CC2)nc2ccccc21
5. Nc1c(C(=O)N/N=C/c2ccccc2)cnn1-c1ccccc1

| screen / no. | 1 | 2 | 3 | 4 | 5 |
| --- | --- | --- | --- | --- | --- |
| TAG inh | -15 | 12 | -5 | -13 | 1 |
| TAG inh DAPI viability | 4 | -4 | 0 | 10 | 10 |

6. CCn1nnnc1SCC(=O)N1CCN(Cc2ccc3c(c2)OCCO3)CC1
7. C=CCn1c(CNS(=O)(=O)c2ccc(F)cc2)n[nH]c1=S
8. Cc1cccc(C)c1OCC(=O)OCC(=O)c1ccc2c(c1)NC(=O)CO2
9. CC(=O)c1ccc(N2CCN(C(=O)Nc3ccc(F)cc3F)CC2)cc1
10. O=C(Cc1cccc(NC(=O)C2CCN(C(=O)C3CCCCC3)CC2)c1)Nc1cccc(C(=O)N2CCOCC2)c1

| screen / no. | 6 | 7 | 8 | 9 | 10 |
| --- | --- | --- | --- | --- | --- |
| TAG inh | 2 | -21 | 13 | -3 | 0 |
| TAG inh DAPI viability | 1 | 1 | -12 | -2 | 8 |

11. COC(=O)[C@@H]1C2CCC(C(=O)Nc3ccccc3)(CC2)[C@@H]1C(=O)OC
12. O=C(CCCNS(=O)(=O)c1cccc2nsnc12)NCc1ccc(F)cc1
13. CCC(C)Nc1nc(OC)nc(N(C)C#N)n1 (stereo not given)
14. COc1cccc(-n2c(SCC(=O)NCc3ccco3)nnc2-c2c[nH]c3ccccc23)c1
15. O=C(O)CSc1ccc2ccccc2n1

| screen / no. | 11 | 12 | 13 | 14 | 15 |
| --- | --- | --- | --- | --- | --- |
| TAG inh | -3 | -6 | 11 | 5 | 3 |
| TAG inh DAPI viability | -8 | -1 | 5 | 8 | -6 |

16. O=C(Nc1ccc(N2CCCCC2)cc1)c1ccc2ccccc2n1
17. COc1ccc2oc(C(=O)OCc3c(C)noc3C)c(C)c2c1
18. COc1ccc(CN2CCC(n3nccc3NC(=O)CCCc3ccccc3)CC2)cc1C
19. CCCCCCC(=O)Nc1cc2c(C)cc(=O)oc2cc1C
20. COC(=O)Cc1ccc(NC(=O)c2cccs2)cc1

| screen / no. | 16 | 17 | 18 | 19 | 20 |
| --- | --- | --- | --- | --- | --- |
| TAG inh | -23 | -12 | -19 | -3 | 3 |
| TAG inh DAPI viability | 6 | 15 | 10 | 5 | -5 |

21. Cc1cc(Sc2nc(N)ncc2[N+](=O)[O-])ncn1
22. COc1ccc(C(=O)Nc2cccc(S(C)(=O)=O)c2)cc1OC
23. O=C(N/N=C/C1CC2CCC1C2)c1c[nH]c2ccccc12 (stereo not given)
24. Cc1ccc(CNC(=O)C2CCCN(S(=O)(=O)c3cnc[nH]3)C2)cc1 (stereo not given)
25. CC(=O)N1CCC(C(=O)c2ccc(Cl)cc2)CC1

| screen / no. | 21 | 22 | 23 | 24 | 25 |
| --- | --- | --- | --- | --- | --- |
| TAG inh | 0 | 8 | 6 | 5 | 15 |
| TAG inh DAPI viability | -3 | -14 | -10 | 3 | -1 |

26. O=C(/C=C/c1ccccc1)Oc1ccc(C(=S)N2CCOCC2)cc1
27. CC1(C(=O)NCc2cccs2)Cc2c(-c3ccccc3)ccnc2O1 (stereo not given)
28. Cc1cccc(C)c1NC(=O)CN(C)C(C)C(=O)NCC(=O)Nc1ccc(F)c(F)c1F (stereo not given)
29. CN(CC(=O)Nc1cccc(F)c1)C(=O)/C=C/c1ccc2ccccc2n1
30. Cn1cnc2c(oc3ccccc32)c1=O

| screen / no. | 26 | 27 | 28 | 29 | 30 |
| --- | --- | --- | --- | --- | --- |
| TAG inh | 5 | 4 | 5 | 9 | -3 |
| TAG inh DAPI viability | -9 | -24 | 7 | -3 | 7 |

31. CCOc1ccccc1Nc1ncnc2c1cnn2-c1ccccc1
32. N=c1oc2ccc(Br)cc2cc1C(=O)NCc1ccccc1
33. N/C(=N\NC(=O)Nc1ccccc1)c1ccccn1
34. COc1ccc(NC(=O)C2CCCN2C(=O)OCc2ccccc2)cc1 (stereo not given)
35. Cc1cccc(-c2nc(CN3CCCC(C(=O)NC4CCCCC4)C3)c(C)o2)c1 (stereo not given)

| screen / no. | 31 | 32 | 33 | 34 | 35 |
| --- | --- | --- | --- | --- | --- |
| TAG inh | -1 | -10 | 8 | 4 | -24 |
| TAG inh DAPI viability | 6 | 4 | 1 | -5 | 15 |

36. O=c1oc2ccccc2cc1NCc1ccccc1O
37. COc1ccc(Nc2nc(NCc3ccco3)nc(N)c2[N+](=O)[O-])cc1
38. Cc1ccc(C(=O)CCC(=O)Nc2ncccc2O)cc1
39. COc1ccc2c(c1)C(=O)CC(O)(C(F)F)O2 (stereo not given)
40. Cc1nc(C(F)(F)F)ccc1C(=O)N1CCCCC1

| screen / no. | 36 | 37 | 38 | 39 | 40 |
| --- | --- | --- | --- | --- | --- |
| TAG inh | -21 | 11 | 9 | 1 | 3 |
| TAG inh DAPI viability | -6 | -3 | -14 | 8 | -4 |

41. CCn1c(CSc2ncccn2)nnc1SCC(=O)N1CCCCC1
42. CC(=O)N(CC(=O)N(CC(=O)O)c1ccc(Cl)cc1)c1ccc(Cl)cc1
43. COC(=O)CCC(=O)OC1(C)C(=O)C2=CN(C3CC3)C(c3ccc(OC)cc3)=CC2=C(Br)C1=O (stereo not given)
44. Cc1cccc(Nc2nc(N)nc(CSc3nccn3C)n2)c1
45. COc1ccc([C@H]2CC(=O)C=C(c3ccc4[nH]ccc4c3)C2)cc1OC

| screen / no. | 41 | 42 | 43 | 44 | 45 |
| --- | --- | --- | --- | --- | --- |
| TAG inh | 15 | 22 | 8 | 9 | 0 |
| TAG inh DAPI viability | -5 | -2 | -4 | -8 | -1 |

46. CCOC(=O)C1CCN(C(=O)CCc2nc3sc4c(c3c(=O)[nH]2)CCCC4)CC1
47. CCOC(=O)c1cc(C(C)=O)c(=O)n(C)c1N
48. CC(=O)Oc1oc(-c2ccccc2)nc1C=Nc1ccc(N(C)C)cc1
49. O=C(CSc1ccc(-c2ccc(Br)cc2)nn1)NCC1CCCO1 (stereo not given)
50. CCN(Cc1ccccc1)S(=O)(=O)c1c(C)n(C)c(=O)n(C)c1=O

| screen / no. | 46 | 47 | 48 | 49 | 50 |
| --- | --- | --- | --- | --- | --- |
| TAG inh | -5 | 7 | 1 | -7 | -10 |
| TAG inh DAPI viability | 0 | 7 | -7 | 4 | 6 |

51. O=S(=O)(Cc1nc2ccccc2s1)c1ccccc1
52. COc1ccc(CN2CCCC(CNC(=O)c3ccc(F)cc3)C2)cc1OC (stereo not given)
53. CCOc1ccc2nc(NCCCNS(=O)(=O)c3ccccc3)c(C#N)cc2c1
54. Cc1ccc(C2=NS(=O)(=O)N(C)C(C(=O)NCc3ccco3)=C2)cc1
55. COc1ccc(CC(=O)NCCc2ccc(Cl)cc2Cl)cc1

| screen / no. | 51 | 52 | 53 | 54 | 55 |
| --- | --- | --- | --- | --- | --- |
| TAG inh | 19 | -8 | 18 | 8 | -6 |
| TAG inh DAPI viability | -8 | 4 | 18 | -3 | 2 |

56. O=C(NCCc1c[nH]c2ccccc12)Nc1ccccc1
57. c1ccc(-c2nnc(CN3CCC4(CC3)OCCO4)o2)cc1
58. CCc1c(C)sc(NC(=O)CCc2ccc(OC)cc2)c1C(N)=O
59. COC(=O)[C@H](NCc1ccc(OC)c(B(O)O)c1)C(C)C
60. NC(=O)NC(=O)C(c1ccccc1)N1CCN(S(=O)(=O)Cc2ccccc2)CC1 (stereo not given)

| screen / no. | 56 | 57 | 58 | 59 | 60 |
| --- | --- | --- | --- | --- | --- |
| TAG inh | -1 | -6 | -7 | 0 | 8 |
| TAG inh DAPI viability | 12 | 5 | -2 | 2 | 0 |

61. Cc1cc(C)nc(N2CCC(C(=O)Nc3ccc4c(c3)OCO4)CC2)n1
62. O=C1CCC/C=C\C[C@@H](CC(=O)N(CCO)Cc2ccccc2)C(=O)N[C@H](Cc2c[nH]c3ccccc23)CO1
63. COCCC(=O)N1CCC(Oc2ccc(C(=O)N3CCCCCCC3)cc2)CC1
64. Cc1nc2ccccc2nc1N/N=C/c1ccc(O)cc1O
65. c1csc(CNc2nc(-c3cccs3)nc3ccccc23)c1
66. CCC(CC)C(=O)Nc1ccccc1NC(C)=O
67. O=C(NCc1cc([N+](=O)[O-])ccc1O)c1cc(-c2ccncc2)nc2ccccc12
68. O=C(O)CCn1c(SCCOc2ccccc2)nc2ccccc21

| screen / no. | 61 | 62 | 63 | 64 | 65 | 66 | 67 | 68 |
| --- | --- | --- | --- | --- | --- | --- | --- | --- |
| TAG inh | 0 | 6 | -13 | 36 | -8 | -24 | 16 | -4 |
| TAG inh DAPI viability | 0 | 0 | 2 | -27 | 6 | 14 | -6 | 2 |

In the list so far, these contain an aryl methoxy group:
13. CCC(C)Nc1nc(OC)nc(N(C)C#N)n1 (stereo not given)
14. COc1cccc(-n2c(SCC(=O)NCc3ccco3)nnc2-c2c[nH]c3ccccc23)c1
17. COc1ccc2oc(C(=O)OCc3c(C)noc3C)c(C)c2c1
18. COc1ccc(CN2CCC(n3nccc3NC(=O)CCCc3ccccc3)CC2)cc1C
22. COc1ccc(C(=O)Nc2cccc(S(C)(=O)=O)c2)cc1OC
34. COc1ccc(NC(=O)C2CCCN2C(=O)OCc2ccccc2)cc1 (stereo not given)
37. COc1ccc(Nc2nc(NCc3ccco3)nc(N)c2[N+](=O)[O-])cc1

| screen / no. | 13 | 14 | 17 | 18 | 22 | 34 | 37 |
| --- | --- | --- | --- | --- | --- | --- | --- |
| TAG inh | 11 | 5 | -12 | -19 | 8 | 4 | 11 |
| TAG inh DAPI viability | 5 | 8 | 15 | 10 | -14 | -5 | -3 |

39. COc1ccc2c(c1)C(=O)CC(O)(C(F)F)O2 (stereo not given)
43. COC(=O)CCC(=O)OC1(C)C(=O)C2=CN(C3CC3)C(c3ccc(OC)cc3)=CC2=C(Br)C1=O (stereo not given)
45. COc1ccc([C@H]2CC(=O)C=C(c3ccc4[nH]ccc4c3)C2)cc1OC
52. COc1ccc(CN2CCCC(CNC(=O)c3ccc(F)cc3)C2)cc1OC (stereo not given)
55. COc1ccc(CC(=O)NCCc2ccc(Cl)cc2Cl)cc1
58. CCc1c(C)sc(NC(=O)CCc2ccc(OC)cc2)c1C(N)=O
59. COC(=O)[C@H](NCc1ccc(OC)c(B(O)O)c1)C(C)C

| screen / no. | 39 | 43 | 45 | 52 | 55 | 58 | 59 |
| --- | --- | --- | --- | --- | --- | --- | --- |
| TAG inh | 1 | 8 | 0 | -8 | -6 | -7 | 0 |
| TAG inh DAPI viability | 8 | -4 | -1 | 4 | 2 | -2 | 2 |

This is a subset (hit frequency here may not be typical).
